# MITF primary: human MITF inhibition, primary screen; O75030; AlphaScreen MITF homodimerization, bead proximity signal; inhibition, % at 2.6 µM; hit rate 0.91% among 650,000; in the data active = inhibition above about 50%;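 note: 0% = vehicle wells with protein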
# Target sequence (O75030 whole entry, looked up): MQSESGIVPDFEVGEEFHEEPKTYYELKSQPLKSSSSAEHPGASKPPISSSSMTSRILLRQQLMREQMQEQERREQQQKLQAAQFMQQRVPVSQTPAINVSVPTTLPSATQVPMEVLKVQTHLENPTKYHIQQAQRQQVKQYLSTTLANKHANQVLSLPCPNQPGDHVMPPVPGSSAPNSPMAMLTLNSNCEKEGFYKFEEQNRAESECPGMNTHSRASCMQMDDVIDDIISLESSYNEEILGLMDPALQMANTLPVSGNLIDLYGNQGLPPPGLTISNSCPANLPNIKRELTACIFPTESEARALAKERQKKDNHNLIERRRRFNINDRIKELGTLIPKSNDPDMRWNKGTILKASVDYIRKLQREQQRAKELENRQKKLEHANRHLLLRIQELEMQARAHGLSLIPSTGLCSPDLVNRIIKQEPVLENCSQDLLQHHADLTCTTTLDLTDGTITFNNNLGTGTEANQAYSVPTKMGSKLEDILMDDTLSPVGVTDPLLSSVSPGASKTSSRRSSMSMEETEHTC
# GPR151 ag: activates the human receptor GPR151; Q8TDV0; PathHunter beta-arrestin GPR151 cells, luminescence; activation, % at 11.2 µM; hit rate 1% among 650,000; in the data active = activation above about 4.9%;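 note: 0% = median of compound wells and 100% = cells with positive control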
# Target sequence (Q8TDV0 whole entry, looked up): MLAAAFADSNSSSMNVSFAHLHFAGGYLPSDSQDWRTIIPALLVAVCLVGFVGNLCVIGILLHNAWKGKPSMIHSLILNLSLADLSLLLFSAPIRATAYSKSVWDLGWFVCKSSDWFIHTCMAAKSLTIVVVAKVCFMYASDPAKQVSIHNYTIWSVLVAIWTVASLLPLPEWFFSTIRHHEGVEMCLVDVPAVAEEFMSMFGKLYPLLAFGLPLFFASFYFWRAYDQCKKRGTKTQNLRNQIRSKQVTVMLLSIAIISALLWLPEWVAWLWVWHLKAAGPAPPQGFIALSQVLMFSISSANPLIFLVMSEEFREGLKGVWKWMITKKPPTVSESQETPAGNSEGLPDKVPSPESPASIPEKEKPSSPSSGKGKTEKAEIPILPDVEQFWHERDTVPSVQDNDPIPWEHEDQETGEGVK
# TEAD-YAP block: TEAD-YAP interaction inhibition | HEK-TIYL cells, TEAD-Gal4/YAP UAS-luciferase luminescence | inhibition, % at 9.12 µM | hit rate 1.4% among 640,000; in the data active = inhibition above about 32%;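 note: 0% = median of test compound wells and 100% = reference inhibitor wells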
# FBW7 activator: activators of human E3 ligase FBW7 | Q969H0 | AlphaScreen FBW7–phospho-cyclin E peptide binding, activator screen | normalized activity (activation), % at 26.1 µM | hit rate 0.13% among 650,000; in the data active = normalized activity above about 1.9%;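 note: purified mutant Fbw7 with reduced substrate affinity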
# Active calls of the source: *.
SMILES,MITF primary,GPR151 ag,TEAD-YAP block,FBW7 activator
COc1cccc(C2=NOC(C(=O)Nc3cc(C)ccc3O)C2)c1OC (stereo not drawn),4,1.2,7,0.0
COc1ccc(-c2csc3[nH]c(=S)n(Cc4ccccc4)c(=O)c23)cc1,-11,-1.3,7,-0.1
O=[N+]([O-])c1cccc(Oc2nnnn2-c2ccccc2)c1,5,-0.2,1,0.0
CC(C)NC(=O)C1CCCN(c2nc3ccccc3n2C)C1 (stereo not drawn),16,-1.0,2,0.7
CC12C(=O)N(Cc3ccco3)C(=O)C1C1c3ccccc3C2c2ccccc21 (stereo not drawn),10,0.3,6,0.0
COC(=O)c1ccc2nc(NC(=O)c3cccc4ccccc34)sc2c1,13,-0.7,-63,0.0
CCOc1cc(C2NC(=S)NC(C)=C2C(C)=O)cc(Br)c1OC (stereo not drawn),16,1.5,-8,-0.3
CCOC(=O)C1(CCCc2ccccc2)CCN(C(=O)[C@H](CCSC)NC(C)=O)CC1,0,-0.2,-3,-0.1
Cc1ccc(C(=O)NC(=S)Nc2nc(-c3ccc(Cl)cc3)cs2)cc1,3,-0.8,-17,0.0
COc1ccc(-c2cc(C(=O)N/N=C/c3ccccc3OCC(=O)O)[nH]n2)cc1OC,11,-2.1,7,0.1
CC(=O)c1cccc(NC(=O)N2CCCC2C(=O)Nc2ccc(F)cc2)c1 (stereo not drawn),12,0.0,7,0.1
CN(C1CCCCC1)S(=O)(=O)c1ccc2[nH]cc(C(=O)N3CC=C(c4ccccc4)CC3)c(=O)c2c1,10,1.6,-3,0.5
CCOC(=O)C1=C(C)NC(=S)NC1c1cc(OC)ccc1O (stereo not drawn),16,-0.2,10,0.1
Cn1c(-c2ccco2)nn(CN2CCCCC2)c1=S,3,2.4,-2,-0.1
Cn1c(CSCc2ccc(F)cc2)nnc1SCC(=O)Nc1cccc(C(=O)O)c1,-5,0.8,-5,-0.1
O=C(CSc1ccc(Br)cc1)Nc1nccs1,17,0.4,-21,0.7
Cc1ccccc1NC(=O)CN1C(=O)c2cccnc2Oc2ccc(Cl)cc21,-4,2.6,1,-0.1
Cc1c2cnn(CC(=O)NCC(C)c3ccccc3)c(=O)c2c(C)n1Cc1ccc(F)cc1 (stereo not drawn),8,0.0,-1,0.0
O=C(c1cnccn1)N1CCC[C@H](Cn2cc(C(=O)N3CCOCC3)nn2)C1,-8,-0.9,3,0.0
CCOc1cc(/C=C(\C#N)C(N)=O)ccc1OCc1ccc(C)cc1,17,-2.7,3,0.1
COc1ccc(-c2noc(CN3CCN(Cc4cccc(F)c4)CC3)n2)c(OC)c1OC,3,2.3,3,-0.1
CCOC(=O)c1c(C)oc2ccc(OC(=O)c3ccccc3)cc12,0,-0.7,-5,0.0
CC(NC(=O)Nc1ccccc1F)c1nc(-c2cccnc2)n[nH]1 (stereo not drawn),12,-0.2,6,0.1
CC1=C(C(=O)OC(C)C)C(c2coc3ccc(C)cc3c2=O)C2=C(CC(c3cccs3)CC2=O)N1 (stereo not drawn),-6,-0.4,-4,-0.1
O=C(Nc1ccc2c(c1)CN(C1CCOCC1)CC2)C1(c2ccccc2)CC1,-10,0.2,1,0.0
O=C(Cc1cn(-c2ccc(Nc3ccc(-n4ccnc4)cc3)nn2)c2ccccc12)NCCCN1CCCC1=O,12,0.3,9,0.4
COC(=O)C1=C(C)N=c2s/c(=C/c3cccc([N+](=O)[O-])c3)c(=O)n2C1c1ccccc1 (stereo not drawn),17,4.1,1,0.1
COc1ccc(OCCCNCCO)cc1,3,-0.9,41*,-0.1
Ic1ccccc1Nc1nc2nonc2nc1NNc1ccccc1,8,1.5,12,0.0
c1ccc(-c2nc(-c3cccnc3)n3ccccc23)cc1,-8,3.1,-1,0.2
O=C(O)c1ccccc1NC(=O)C(Cc1ccccc1)N1C(=O)c2ccccc2C1=O (stereo not drawn),-13,-0.1,-5,0.0
Cc1cc(C)cc(NS(=O)(=O)c2ccc3c(c2)OCC(=O)N3)c1,-8,1.2,-12,-0.3
O=S(=O)(Cc1ccc(Cl)cc1)N1CCN(c2ccccc2)CC1,13,0.3,2,0.2
CCCCOc1cccc(C(=O)Nc2ccc(-c3nc4cc(Cl)ccc4o3)cc2)c1,10,-0.4,-3,0.0
CCOC(=O)CS(=O)(=O)c1ccc(C(=O)N2CCN(c3ccc(OC)cc3)CC2)cc1[N+](=O)[O-],-5,-1.6,-13,-0.2
CC(=O)N1CCN(Cc2ccc3c(c2)CN(Cc2ccc(C)o2)CCO3)CC1,4,0.7,-24,0.2

# A second format for some results above.
SMILES: Cn1c(-c2ccco2)nn(CN2CCCCC2)c1=S
  MITF primary = 3
  GPR151 ag = 2.4
  TEAD-YAP block = -2
  FBW7 activator = -0.1

SMILES: O=C(CSc1ccc(Br)cc1)Nc1nccs1
  MITF primary = 17
  GPR151 ag = 0.4
  TEAD-YAP block = -21
  FBW7 activator = 0.7

SMILES: CC(=O)c1cccc(NC(=O)N2CCCC2C(=O)Nc2ccc(F)cc2)c1 (stereo not drawn)
  MITF primary = 12
  GPR151 ag = 0.0
  TEAD-YAP block = 7
  FBW7 activator = 0.1

# New compounds follow.
SMILES,MITF primary,GPR151 ag,TEAD-YAP block,FBW7 activator
Clc1c(OCCCCN2CCNCC2)ccc2ccccc12,47,0.2,-3,-0.5
CC(Oc1ccc(Cl)cc1Cl)C(=O)Nc1ccc(Oc2ccc(Cl)cc2)cc1 (stereo not drawn),-5,1.7,12,0.2
O=C(NC1CCCCC1)NC1(C(=O)N2CCN3CCCC3C2)CCCCC1 (stereo not drawn),18,-2.7,12,0.7
COc1ccc(C(=O)Nn2c(-c3ccccn3)nc3ccccc3c2=O)cc1,11,-1.4,4,0.0
O=C1NN(c2ccccc2)C(=O)/C1=C\c1ccccc1OCC(=O)N1CCOCC1,-5,-1.5,-4,-0.1
Oc1ccc(N2CCN(C(c3ccccn3)c3nnnn3C3CCCC3)CC2)cc1 (stereo not drawn),-5,0.0,-2,-0.3
Cn1cc(C(=O)NC2CCCC2)c2ccccc2c1=O,0,0.7,2,0.0
CCc1nnc(NC(=O)CN2C[C@@H](C)N(Cc3ccco3)C[C@H]2C)s1,-5,-0.9,6,0.2
CC(=O)c1ccc(N2C(=O)/C(=C/c3ccc(Cl)cc3)C=C2c2ccccc2)cc1,13,-0.8,-48,0.6
N#CCCn1c2c(c3ccccc31)CCCC2=O,6,0.1,-8,0.0
COc1cccc(COC(=O)Nc2ccc(-c3cn[nH]c3)cc2OCCO)c1,6,1.0,-19,0.0
Oc1ccc(/C=N/Nc2ncc(F)c(N3CCOCC3)n2)c(O)c1,47,-1.3,59*,-2.7

# Some of the entries above, set out differently.
# Values in the order: MITF primary	GPR151 ag	TEAD-YAP block	FBW7 activator
> CC(Oc1ccc(Cl)cc1Cl)C(=O)Nc1ccc(Oc2ccc(Cl)cc2)cc1 (stereo not drawn)
→ -5	1.7	12	0.2
> O=C(NC1CCCCC1)NC1(C(=O)N2CCN3CCCC3C2)CCCCC1 (stereo not drawn)
→ 18	-2.7	12	0.7
> COc1ccc(C(=O)Nn2c(-c3ccccn3)nc3ccccc3c2=O)cc1
→ 11	-1.4	4	0.0
> O=C1NN(c2ccccc2)C(=O)/C1=C\c1ccccc1OCC(=O)N1CCOCC1
→ -5	-1.5	-4	-0.1
> Oc1ccc(N2CCN(C(c3ccccn3)c3nnnn3C3CCCC3)CC2)cc1 (stereo not drawn)
→ -5	0.0	-2	-0.3

# Complete entries, looked up by structure. Screens in order: MITF primary, GPR151 ag, TEAD-YAP block, FBW7 activator
# O=C(NC1CCCCC1)NC1(C(=O)N2CCN3CCCC3C2)CCCCC1 (stereo not drawn) is listed as 18, -2.7, 12, 0.7
# COc1ccc(C(=O)Nn2c(-c3ccccn3)nc3ccccc3c2=O)cc1 is listed as 11, -1.4, 4, 0.0
# Oc1ccc(/C=N/Nc2ncc(F)c(N3CCOCC3)n2)c(O)c1 is listed as 47, -1.3, 59*, -2.7

# Remaining list, next part.
SMILES,MITF primary,GPR151 ag,TEAD-YAP block,FBW7 activator
COC(=O)c1ccc(N2C(=O)/C(=C/c3ccc([N+](=O)[O-])cc3)C=C2c2ccccc2)cc1,4,-0.3,-10,-0.1
O=C(NC(Cc1ccccc1)C(=O)O)c1ccc(S(=O)(=O)N2CCCCC2)cc1 (stereo not drawn),-3,-1.2,0,0.1
CC(=O)C1=C(c2ccc(C(C)C)cc2)N(C(C)=O)n2c(C)nnc2S1,-11,1.5,0,-0.1
Ic1ccc(C2CC(c3cccs3)n3nnnc3N2)cc1 (stereo not drawn),5,-0.7,12,-0.1
Cc1nc(N2CCC(C(N)=O)CC2)c2nnn(Cc3ccccc3)c2n1,1,-0.3,0,0.5
Cc1ccc(NC(=O)Cn2c(-n3nc(C)cc3C)nc(-c3ccccc3)cc2=O)cc1,-8,0.9,16,0.0
Cc1cnc(Nc2nccc3ccccc23)nc1NCc1nc2ccccc2[nH]1,7,-0.1,8,-0.1
O=C(OCc1csc(-c2ccccc2)n1)c1ccc(Cl)nc1,9,-0.7,-11,0.2
CCN(CC)S(=O)(=O)c1ccc(Cl)c(C(=O)OCC(=O)N2C(C)CCCC2C)c1 (stereo not drawn),-8,2.2,0,-0.2
Cc1ccccc1OCC(O)CN(Cc1ccccc1)Cc1ccccc1 (stereo not drawn),1,0.3,5,0.0
O=C(Nc1ccc(Oc2ccc(NC(=O)C3CCCO3)cc2)cc1)C1CCCO1 (stereo not drawn),2,-1.2,0,-0.1
O=c1c2c3c(sc2[nH]c(=S)n1-c1ccccc1)CCCC3,-4,1.7,2,-0.1
NC(=O)c1ccccc1NC(=O)c1cccnc1,-2,2.5,10,0.0
CC1=C(C(=O)OC2CCCC2)C(c2cccc(OCc3ccccc3)c2)NC(=O)N1 (stereo not drawn),1,-1.2,-17,0.0
CCCn1c(C)cc(/C=C(\C#N)C(N)=S)c1C,4,-1.1,-12,-0.2
COc1cc(OC)cc(C(=O)Nc2cc3oc4ccccc4c3cc2OC)c1,12,-0.9,-10,0.2
O=C(NC1CC1)c1ccc(S(=O)(=O)NC2CCCCCC2)cc1,-1,-0.6,-8,-0.2
O=C1C(=Nc2ccc(F)cc2)c2ccccc2N1CN1CCCCC1,-1,0.0,2,0.0
CCCCOc1ccc(C(=O)Nc2ccc(N3CCOCC3)cc2)cc1,2,0.3,4,0.0
O=c1oc2cc(OCc3c(F)cccc3Cl)ccc2cc1-c1nc2ccccc2s1,-14,-0.6,8,-0.5
O=C1CCCC(=O)N1c1ccc(N2CCCCCCC2)c([N+](=O)[O-])c1,11,-1.1,1,0.1
Cc1ccc(-c2ccc(/C=C3/C(=O)NC(=O)N(C)C3=O)o2)c(Br)c1,1,0.7,7,0.0
Cc1ccccc1C(=O)NCCCNc1nc2cc3c(cc2cc1C#N)OCO3,7,0.6,3,0.5
O=[N+]([O-])c1ccc(CCc2ccc([N+](=O)[O-])cc2S(=O)(=O)O)c(S(=O)(=O)O)c1,7,1.3,3,0.0
CC(C)CC(=O)N1CCC2(CCC(CNC(=O)c3ccc(CC(C)C)cc3)O2)CC1 (stereo not drawn),3,0.5,14,0.1
CCOC(=O)c1sc(=S)n(-c2cccc3ccccc23)c1N,-6,-1.8,-13,0.4
CCN(CC)C(=O)c1sc(NC(=O)c2ccc([N+](=O)[O-])cc2)c(C(=O)OC(C)C)c1C,9,0.3,12,-0.1
O=C(c1ccc2c(c1)OCO2)N1CCC(Cc2ccccc2)CC1,-4,-1.9,5,0.3
COc1cccc2cc(S(=O)(=O)c3ccc(F)cc3)c(=O)oc12,6,-0.8,-3,-0.1
CCOc1ccc(-c2csc(N)n2)cc1Cl,-2,2.9,6,0.0
CCOC(=O)c1cnc2cc(C(F)(F)F)ccc2c1N1CCN(c2ccccc2F)CC1,16,2.2,3,0.0
Cc1ccnc(SCC(=O)c2ccc(Br)cc2)n1,16,-1.7,-6,0.1
C[C@H](NC(N)=O)C(=O)OCC(=O)Nc1ccccc1Sc1ccccc1,7,0.0,-1,0.5
Cc1cc2cc(CNC(=O)COc3ccc(Cl)cc3)ccc2[nH]1,5,0.4,6,0.0
O=C(O)CNC(=O)C1C(c2ccccc2)C(C(=O)O)C1c1ccccc1 (stereo not drawn),3,0.7,4,0.1
N#Cc1c(NC(=O)c2ccc(N3C(=O)C4C5C=CC(C5)C4C3=O)cc2)sc2c1CCCC2 (stereo not drawn),6,2.1,-4,0.2
O=C(OCCN1C(=O)c2cccc3c(N4CCCCC4)ccc(c23)C1=O)c1ccc(Cl)cc1Cl,-20,1.1,1,-0.2
O=C(NC1CCCCCCC1)c1ccc(Cl)cc1Cl,-5,-0.9,24,0.0
O=C(c1ccc(Cl)cc1)C1CCN(C(=O)c2ccccc2)CC1,14,0.0,12,0.3
CNC(=O)CSc1nnc(C)n1-c1cccc(OC)c1,-6,-2.3,-2,-0.1
Cc1ccc(C2N(c3ccccc3)CCN2c2ccccc2)o1,10,-0.4,-13,-0.1
O=C(Nc1ccc(C(=O)O)cc1)/C(=C\c1ccccc1)NC(=O)c1ccc(Br)o1,11,-1.5,-13,-0.1
COc1ccc(N2COc3cc4c(cc3C2)OCO4)cc1,4,-0.5,-8,0.1
COC(=O)c1ccc2c(=O)n(CCCCCC(=O)NC3CCC(C)CC3)c(=O)[nH]c2c1 (stereo not drawn),-9,-0.3,-23,0.2
CCN(CC)c1nc(C)nc2sc(C(=O)Nc3cc(Cl)ccc3OC)c(C)c12,-6,-1.0,10,0.0
CC(C)(C)C(=O)NC(NC(=O)C(C)(C)C)c1ccc([N+](=O)[O-])cc1,4,-1.5,5,0.1
O=C(CCS(=O)(=O)c1ccccc1)Nc1nnc(-c2ccc(F)cc2)o1,3,-1.2,0,0.1
Cc1nnc(SCc2cccc(F)c2)[nH]c1=O,0,1.0,-6,0.0
COc1cccc(CC(=O)NCC2CC(Cc3ccc(F)cc3)=NO2)c1 (stereo not drawn),3,3.9,-1,0.0
O=C(C1CC12CCN(Cc1ccc3c(c1)CCO3)CC2)N1CCN(Cc2ccccc2)CC1 (stereo not drawn),2,1.0,3,-0.4

# Source: PubChem BioAssay (The Scripps Research Institute Molecular Screening Center)
